Screens (PubChem)
PGC1a acetyl inh – modulators of PGC1a acetylation | inhibition, % at 15.6 µM | U2OS PGC1a acetylation, AlphaScreen anti-acetyl-lysine; with virally co-expressed GCN5 acetyltransferase | 0.17% of 350,000 active | AID 651687;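 active means every replicate shows inhibition of at least 40%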;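 further: 0% = neutral control wells and 100% = positive control wells; some results beyond the cut were filed as inactive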
PAX8 inh HTS – inhibitors of PAX8 transcriptional activity in RMG-I cells; RMG-I TPO-luciferase reporter, SteadyGlo, 24 h; inhibition, % at 12.6 µM; 1.2% of 360,000 active; AID 652154;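 active means mean replicate inhibition at least 60% with every replicate also reaching 60%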;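 further: luciferase light reporting Pax8 driven TPO promoter activity; plate controls were median of neutral control wells for no effect and mitoxantrone controls for full effect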
INS-1E GSIS act – primary screen for activators of insulin secretion dependent on glucose, INS-1E cells, GLuc reporter luminescence; INS-1E GLuc reporter insulin secretion, 2-3 h; activation, % at 16.6 µM; 0.61% of 370,000 active; AID 743287;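 active means lowest replicate activation of at least 40%, so every replicate reaches that level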;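 further: 0% = median of neutral control wells and 100% = median of IBMX positive control wells; some compounds called inactive have numbers as strong as hits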
LGR2 antag – Drosophila LGR2 receptor signaling inhibition; HEK293 LGR2, CRE-luciferase, bursicon-stimulated, 4 h; 0.35% of 380,000 active; AID 720647; inhibition, % at 9.99 µM;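 active means drop in luminescence signal, shown as inhibition above about 50% in the replicate tests, limit read from the data, passing the limit was not always enough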;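 further: agonist challenge used bursicon conditioned medium at about half maximal strength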
PglD inh – PglD (C. jejuni) enzyme inhibition; purified PglD enzyme, DTNB colorimetric CoA detection; 0.098% of 360,000 active; inhibition, % at 12.5 µM; in the data active means inhibition above about 16%, passing the limit was not always enough; further: strong numbers were not always called active
ARNT-TACC3 inh – disrupts binding between human ARNT and TACC3; Q9Y6A5; AlphaScreen His-ARNT PAS-B/GST-TACC3 binding, luminescence; TACC3 fragment carries E629A point mutation; inhibition, % at 9.99 µM; 0.66% of 390,000 active;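 active means mean inhibition of replicates at least 50% and at least half of replicates each reaching 50%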;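 further: 0% = complete ARNT plus TACC3 wells and 100% = ARNT alone without TACC3; many hits fall short of the cut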
Cneo AK release – causes C. neoformans cell lysis; adenylate kinase release luminescence, 4 h; normalised: neutral wells 0, clomiphene wells 100; lysis activity, % at 15 µM; 0.2% of 360,000 active;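 active means mean lysis activity across replicates of at least 80%, whatever share of replicates individually reach that level; inactive means mean lysis activity below 80%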
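Assay system: log-phase C. neoformans yeast / Quantity: yeast cell density of 5 × 10^6 cells/mL / Medium: fresh YPD growth medium / Compound: single dose / Timing: static 4 h at 37 °C with compound, 1 h detection / Measured by: adenylate kinase release luminescence / Read-out: lysis from increased AK signal / Benchmarks: Clomiphene as positive lysis control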
C2C12 statin – suppression of simvastatin myotoxicity; C2C12 myotubes + simvastatin, ATP luminescence, 48 h; scaled: DMSO 0, geranylgeraniol control 100; rescue of ATP level, % at 7.49 µM; 0.78% of 330,000 active; AID 602340;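 active means mean ATP rescue above about 67%, or every replicate alone reaching that limit, limit read from the data, passing the limit was not always enough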;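 further: myotubes were challenged with 10 µM simvastatin during compound exposure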
An asterisk follows results filed as active; x = no result given; & = joins results of further samples.

(1) COCC(=O)Nc1ccc2c(c1)OC[C@H](C)N(C(C)=O)C[C@@H](C)[C@@H](OC)CN(C)C2=O
(2) CCCCN(CC)CCCNC(=O)CN1C(=O)CSc2ccc(S(=O)(=O)N3CCOCC3)cc21
(3) C[C@H](Nc1ncnc2sc3c(c12)CCC3)C(=O)O
(4) CC(=O)N1CCC(C(=O)Nc2ccc(S(=O)(=O)NCCc3ccccc3)cc2)CC1
(5) O=C(NCCc1ccccc1)c1cc2ccccc2oc1=O
screen / no.	1	2	3	4	5
PGC1a acetyl inh	x	x	x	-17	13
PAX8 inh HTS	-2	14	x	2	-13
INS-1E GSIS act	2	0	x	-4	4
LGR2 antag	16	-7	x	-14	-34
PglD inh	x	x	-1	-2	-10
ARNT-TACC3 inh	x	0	-5	-1	20
Cneo AK release	x	x	-3	2	2
C2C12 statin	8	x	-6	-7	-1

(6) Cc1ccc(C(=O)NCC(=O)OCC(=O)c2c(N)n(C)c(=O)n(C)c2=O)cc1C
(7) COc1ccc(CCNC(=O)Cc2cc(=O)[nH]c(=O)[nH]2)cc1OC
(8) CC1CC(N(C(=O)c2ccco2)c2ccccc2)c2ccccc2N1 (configuration not stated)
(9) COc1ccc(C(CNC(=O)COc2cc(C)c(Cl)c(C)c2)N2CCCCC2)cc1 (configuration not stated)
(10) C[C@H](CO)N1C[C@H](C)[C@@H](CN(C)C(=O)Nc2ccccc2)Oc2c(NC(=O)c3cnccn3)cccc2C1=O
screen / no.	6	7	8	9	10
PGC1a acetyl inh	10	x	-21	0	7
PAX8 inh HTS	1	5	13	11	17
INS-1E GSIS act	-2	x	x	-23	25
LGR2 antag	11	-10	x	10	1
PglD inh	-4	-1	1	0	-3
ARNT-TACC3 inh	-4	-2	x	-3	9
Cneo AK release	-2	-1	1	2	52
C2C12 statin	3	8	x	-5	-34

(11) COc1ccc(OC)c(S(=O)(=O)n2cccn2)c1
(12) COCC(=O)N(Cc1cc2cc(OC)ccc2[nH]c1=O)c1ccc(C)cc1
(13) CCNc1nc(NC(C)C)nc(N(C#N)C(C)C(=O)N(C)C)n1 (configuration not stated)
(14) O=C(CN1C(=O)CNC1=O)Nc1cc(Cl)cc(Cl)c1
(15) CCOC(=O)c1ccc(NC(=O)CSc2nnc(COc3ccccc3OC)n2CC)cc1
screen / no.	11	12	13	14	15
PGC1a acetyl inh	-2	-8	-2	12	-9
PAX8 inh HTS	2	x	x	x	x
INS-1E GSIS act	2	x	x	-14	x
LGR2 antag	x	x	x	5	x
PglD inh	-1	5	8	-4	-5
ARNT-TACC3 inh	-11	-4	0	-14	-2
Cneo AK release	3	2	-3	-2	1
C2C12 statin	-4	x	-5	0	-4

Continued (four carried over from the part before).
(12) COCC(=O)N(Cc1cc2cc(OC)ccc2[nH]c1=O)c1ccc(C)cc1
(13) CCNc1nc(NC(C)C)nc(N(C#N)C(C)C(=O)N(C)C)n1 (configuration not stated)
(14) O=C(CN1C(=O)CNC1=O)Nc1cc(Cl)cc(Cl)c1
(15) CCOC(=O)c1ccc(NC(=O)CSc2nnc(COc3ccccc3OC)n2CC)cc1
(16) O=C(NCc1cccc(Cl)c1)NCc1cccc(Cl)c1
(17) Cn1nnnc1SCC(=O)Nc1cccc([N+](=O)[O-])c1
(18) COc1cccc(NC(=O)c2ccccc2-c2nc(-c3cccc(C)c3)no2)c1
(19) COc1ccc(Nc2nc(NCC3CCCO3)c3ccccc3n2)c(OC)c1 (configuration not stated)
(20) C[C@H]1CN([C@@H](C)CO)C(=O)c2cc(-c3ccccc3)cnc2O[C@H]1CN(C)Cc1ccccn1
screen / no.	12	13	14	15	16	17	18	19	20
PGC1a acetyl inh	-8	-2	12	-9	x	-2	-35	-21	7
PAX8 inh HTS	x	x	x	x	-22	-2	x	-7	x
INS-1E GSIS act	x	x	-14	x	11	25	x	-11	15
LGR2 antag	x	x	5	x	-21	-3	x	26	14
PglD inh	5	8	-4	-5	x	x	1	8	6
ARNT-TACC3 inh	-4	0	-14	-2	10	-2	-2	x	29
Cneo AK release	2	-3	-2	1	x	x	1	-1	-3
C2C12 statin	x	-5	0	-4	x	x	25	-30	11

(21) CC(=O)c1sc(Nc2ccc3c(c2)OCO3)nc1C
(22) CN1CCN(CC(=O)Nc2ccc(OC(F)(F)F)cc2)CC1
(23) C[C@@H]1CN([C@H](C)CO)C(=O)c2cc(-c3cccc(C#N)c3)cnc2O[C@H]1CN(C)C
(24) Cc1ccc(-n2c(Cc3ccccc3)n[nH]c2=S)c(C)c1
(25) CO[C@@H]1CN(C)C(=O)c2ccc(NC(=O)C3CCCC3)cc2OC[C@@H](C)N(C(C)=O)C[C@H]1C
screen / no.	21	22	23	24	25
PGC1a acetyl inh	12	9	-1	x	6
PAX8 inh HTS	-136	-20	x	1	1
INS-1E GSIS act	11	1	25	-25	-1
LGR2 antag	-58	6	6	24	18
PglD inh	-1	2	4	x	64
ARNT-TACC3 inh	x	3	-8	-1	21
Cneo AK release	-3	-2	0	x	34
C2C12 statin	-4	-8	x	x	-1

(26) O=C(Nc1ccc(C(F)(F)F)cc1)N1C[C@@H]2N[C@H](C1)C2c1ccc(-c2cccnc2)cc1 (some centres not stated)
(27) O=C(CSCc1c[nH]c(=O)[nH]c1=O)OCC(=O)c1ccc(Br)cc1
(28) Cc1ccc(Nc2nc(CSc3nnnn3-c3ccccc3)cc(=O)[nH]2)cc1
(29) Cc1cccc(-c2nnc(SCc3nc4ccccc4[nH]3)n2Cc2ccco2)c1
(30) CC(C)(C)C(=O)Nc1nnc(SCC(=O)Nc2nccs2)s1
screen / no.	26	27	28	29	30
PGC1a acetyl inh	18&20	5	-5	-4	2
PAX8 inh HTS	-22&-2	2	3	x	-16
INS-1E GSIS act	-23	6	x	0	6
LGR2 antag	-5	-7	x	-4	13
PglD inh	x	x	-6	3	-3
ARNT-TACC3 inh	x	6	1	0	-2
Cneo AK release	x	x	8	1	0
C2C12 statin	x	-3	-2	30	-8

(31) O=C(O)CCCNc1n[nH]c(=O)[nH]c1=O
(32) CCCCn1c(SCC(=O)N(C)C)nnc1-c1ccncc1
(33) CC(=O)Nc1cc2c3c(c1)CCC(=O)N3CCC2
(34) CC(C)(C)c1ccc(C(=O)NCC(=O)NCC(C)(C)N2CCOCC2)cc1
(35) COc1ccc(-c2nnc(OCc3nc4ccccc4n3C)c3ccccc23)cc1
screen / no.	31	32	33	34	35
PGC1a acetyl inh	6	7	x	-4	x
PAX8 inh HTS	-6	11	-4	1	-3
INS-1E GSIS act	18	-4	20	-4	-35
LGR2 antag	11	1	10	7	-14
PglD inh	x	-3	x	-2	0
ARNT-TACC3 inh	0	-4	-3	-4	-2
Cneo AK release	x	0	x	1	4
C2C12 statin	x	-2	x	-18	7

(36) Cc1onc(-c2c(Cl)cccc2Cl)c1C(=O)NN1CCCCCC1
(37) CC(Sc1nnc(-c2cccs2)n1C1CC1)C(=O)NCC1CCCO1 (configuration not stated)
(38) O=C(c1ccco1)N1C(=O)c2cccc3cccc1c23
(39) Cc1ccc(OCC(=O)O/N=C(\N)c2ccncc2)cc1C
(40) COCCCNC(=O)C[C@H]1C[C@H](C(=O)N2CCOCC2)[C@@]2(C)c3[nH]c4cc(-c5ccco5)ccc4c3CCN2C1=O
screen / no.	36	37	38	39	40
PGC1a acetyl inh	-1	0	-4	-24	x
PAX8 inh HTS	12	-5	x	-166	19
INS-1E GSIS act	6	21	x	4	-6
LGR2 antag	8	13	x	-53	-13
PglD inh	4	4	-6	4	1
ARNT-TACC3 inh	-5	-6	-10	-4	-1
Cneo AK release	2	-1	5	-1	2
C2C12 statin	x	4	6	1	-8

(41) O=C(N/N=C/C1CC2C=CC1C2)c1ccccc1O (configuration not stated)
(42) Cc1cc(C)cc(NC(=S)N2CCC(NC(=O)c3ccco3)CC2)c1
(43) COc1ccc2[nH]c(C)c(CCNC(=S)Nc3ccc(F)cc3)c2c1
(44) Nc1nnnn1/N=C/c1cc(Cl)cc(Cl)c1O
(45) COc1cccc(C(=O)/C=C/c2ccc(SC)cc2)c1
screen / no.	41	42	43	44	45
PGC1a acetyl inh	-2	1	x	3	-14
PAX8 inh HTS	-16	-10	-4	-12	x
INS-1E GSIS act	x	-2	-13	-3	-6
LGR2 antag	7	-10	-1	-2	-25
PglD inh	4	1	x	-11	3
ARNT-TACC3 inh	13	3	11	-2	3
Cneo AK release	-4	1	x	2	-1
C2C12 statin	-10	-7	x	4	6

(46) O=C(NCC[C@@H]1CC[C@H](NC(=O)C2CCC2)[C@@H](CO)O1)c1cc(Cl)cc(Cl)c1
(47) COc1cccc(Cn2cnc3c([N+](=O)[O-])c(C)c(C)cc32)c1
(48) O=[N+]([O-])c1ccc2nonc2c1Nc1cccc(F)c1
(49) CN(C)c1ccc2c(c1)[C@@H]1C[C@H](CC(=O)NCc3ccccc3)O[C@@H](CO)[C@@H]1O2
(50) CCc1cccc(C)c1NC(=O)C1CCN(C(=O)c2ccc([N+](=O)[O-])cc2)CC1
screen / no.	46	47	48	49	50
PGC1a acetyl inh	-5	-17	0	6	-3
PAX8 inh HTS	3	18	-5	-5	-31
INS-1E GSIS act	3	-8	22	-6	-5
LGR2 antag	-12	21	-18	2	10
PglD inh	-4	x	2	2	x
ARNT-TACC3 inh	2	-2	-5	-4	-4
Cneo AK release	1	x	3	-3	x
C2C12 statin	5	3	5	-4	x

(51) CCC(=O)N(C)C[C@@H]1Oc2cc(C#CCC3CCCC3)ccc2S(=O)(=O)N([C@H](C)CO)C[C@H]1C
(52) CSC(=N/N=C(\N)c1cnccn1)SC
(53) CC(=O)Nc1cccc(NC(=S)Nc2cccc(Cl)c2Cl)c1
(54) COc1cccc(C(=O)Oc2cc(C)[nH]c(=O)c2[N+](=O)[O-])c1
(55) COc1ccc(NC(=O)Nc2cccc3c2O[C@@H](CN(C)C(=O)Nc2ccc(C(F)(F)F)cc2)[C@H](C)CN([C@@H](C)CO)C3=O)cc1
screen / no.	51	52	53	54	55
PGC1a acetyl inh	0	3	x	x	-4
PAX8 inh HTS	3	-11	18	9	-11
INS-1E GSIS act	-23	6	-1	-25	-4
LGR2 antag	9	-1	-6	12	-24
PglD inh	-1	6	x	x	5
ARNT-TACC3 inh	5	5	7	-6	-2
Cneo AK release	58	6	x	x	62
C2C12 statin	-48	x	x	x	-18

(56) CC(C)(C)C(=O)Nc1nc(-c2ccc3c(c2)OCO3)cs1
(57) COc1ccc(NC(=O)Nc2ccc3c(c2)C(=O)N([C@H](C)CO)C[C@@H](C)[C@H](CN(C)S(=O)(=O)c2ccccc2)O3)cc1
(58) CCCN1C[C@@H](C)[C@@H](OC)CN(C)C(=O)c2ccc(NC(=O)C3CCOCC3)cc2OC[C@H]1C
(59) COC(=O)C[C@@H]1CC[C@H]2[C@H](COc3ccc(NC(=O)NC(C)C)cc3C(=O)N2C)O1
(60) C=CCn1cnc2c(nnn2-c2ccc(C)c(Cl)c2)c1=O
screen / no.	56	57	58	59	60
PGC1a acetyl inh	-6	-5	3	1	5
PAX8 inh HTS	-177	x	-32	5	-16
INS-1E GSIS act	-20	-2	3	7	-1
LGR2 antag	x	-2	-9	7	-9
PglD inh	-3	-3	6	5	x
ARNT-TACC3 inh	2	-1	-5	x	-22
Cneo AK release	-1	-2	6	1	x
C2C12 statin	x	x	-12	23	x
